Screening results (PubChem)
SRC1 inh = SRC1 coactivator transcriptional activity inhibitors, primary screen, cell-based, luminescence | inhibition, % at 3.6 µM | actives 0.12% (n = 360,000) | Nuclear receptor coactivator 1 (Homo sapiens), Q15788 | HEK293 GAL4-SRC1 luciferase reporter | AID 588354, 2011;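 active means inhibition above the campaign mean plus 3 SD, with each screening campaign given its own cutoff, cut at about 60% in these data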;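 further: 0% = DMSO treated cells and 100% = gossypol at 36 µM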
TROY signal inh = inhibitors of TROY-driven NF-kB signaling, primary screen, Q293 LMP1-TROYcd cells, NF-kB luciferase, uHTS. inhibition, % at 10 µM. actives 0.98% (n = 360,000). Q293 LMP1-TROYcd NF-kB luciferase reporter, 4 h;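 active means compounds whose plate-normalised and pattern-corrected inhibition of the luciferase reporter signal at the single screening dose is 50% or more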
ABHD5-PLIN5 inh = ABHD5-PLIN5 interaction inhibitors, primary screen, cell lysate, split luciferase complementation, luminescence; actives 0.78% (n = 360,000); inhibition, % at 4 µM; Split G. princeps luciferase complementation, 4 h; Perilipin-5 (Homo sapiens) + 1-acylglycerol-3-phosphate O-acyltransferase ABHD5 (Homo …; AID 602281, 2012;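 active means inhibition above the mean inhibition across every tested compound plus 3 SD, cut at about 22% in these data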;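 further: 0% = DMSO only wells and the 100% control is not disclosed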
LRH-1 inv ag = LRH-1 (NR5A2) inverse agonists, primary screen, cell-based, luminescence, HEK293T, StAR-luciferase reporter; LRH-1 transfected, 24 h; inhibition, % at 3.6 µM; actives 0.13% (n = 360,000); AID 602396, 2012;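 active means inhibition above the mean inhibition of all tested compounds plus 3 SD, cut at about 73% in these data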;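 further: 0% = DMSO wells and 100% = reporter-only cells lacking LRH-1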
Target sequence (O00482 whole entry, looked up): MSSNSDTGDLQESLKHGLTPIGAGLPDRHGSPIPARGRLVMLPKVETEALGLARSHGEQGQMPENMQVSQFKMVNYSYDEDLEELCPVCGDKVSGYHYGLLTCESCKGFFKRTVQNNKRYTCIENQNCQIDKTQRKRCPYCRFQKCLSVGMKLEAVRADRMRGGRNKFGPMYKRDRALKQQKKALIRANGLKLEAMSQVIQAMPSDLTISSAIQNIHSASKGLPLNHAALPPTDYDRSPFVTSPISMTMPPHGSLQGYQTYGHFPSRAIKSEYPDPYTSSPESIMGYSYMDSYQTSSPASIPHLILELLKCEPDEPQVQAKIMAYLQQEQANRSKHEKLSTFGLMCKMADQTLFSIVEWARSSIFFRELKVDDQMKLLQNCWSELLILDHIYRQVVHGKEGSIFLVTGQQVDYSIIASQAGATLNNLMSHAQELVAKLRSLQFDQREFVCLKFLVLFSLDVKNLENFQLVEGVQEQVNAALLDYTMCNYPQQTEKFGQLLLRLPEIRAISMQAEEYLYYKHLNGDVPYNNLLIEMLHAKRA
TLR9-MyD88 inh = inhibitors of TLR9-MyD88 association in cells, primary screen, cell-based, CHO, BLA complementation, fluorescence | CCF4 FRET ratio | actives 0.21% (n = 340,000) | AID 504734, 2011 | inhibition, % at 4.98 µM | Toll-like receptor 9 (Homo sapiens) + Myeloid differentiation primary response protein …;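 active means inhibition above the mean over all tested compounds plus 3 SD, cut at about 21% in these data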;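 further: 0% = DMSO only wells and 100% = clavulanate BLA inhibitor control wells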
COUP-TFII inh = NR2F2 transcriptional activity inhibitors, primary screen, cell-based, luciferase reporter, HEK293T, luminescence; HEK293T NGFI-A luciferase reporter; inhibition, % at 8.6 µM; actives 0.7% (n = 370,000); AID 686940, 2013;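 active means inhibition above a per-plate cutoff, mean inhibition of test wells between control levels plus 3 SD, cut at about 38% in these data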;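 further: cells cotransfected with COUP-TFII expression vector driving the NGFI-A reporter; 0% = median of COUP-TF2 test wells and 100% = reporter-only cells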
Target sequence (P24468 whole entry, looked up): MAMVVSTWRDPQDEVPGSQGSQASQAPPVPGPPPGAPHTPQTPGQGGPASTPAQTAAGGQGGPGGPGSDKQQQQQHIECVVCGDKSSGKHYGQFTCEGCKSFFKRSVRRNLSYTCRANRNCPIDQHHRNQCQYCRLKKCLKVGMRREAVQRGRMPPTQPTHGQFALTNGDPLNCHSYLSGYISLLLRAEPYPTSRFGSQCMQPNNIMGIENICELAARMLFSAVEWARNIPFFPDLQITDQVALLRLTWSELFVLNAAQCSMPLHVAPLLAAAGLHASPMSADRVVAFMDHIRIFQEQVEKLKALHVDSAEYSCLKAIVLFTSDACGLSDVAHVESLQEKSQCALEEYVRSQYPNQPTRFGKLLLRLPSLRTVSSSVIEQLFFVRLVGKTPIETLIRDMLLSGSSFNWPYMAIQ
Granule exo inh = LAMP-1 surface exposure blockers, TALL-104 cells – cell-based, flow cytometry, MLPCN library, primary screen. TALL-104 LAMP-1 surface exposure; cells stimulated with thapsigargin and PMA. actives 0.66% (n = 360,000). inhibition, % at 10 µM. AID 651702, 2012;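 active means inhibition above about 55%, limit read from the data; inconclusive means no clear call, values can overlap the other calls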
NCOA3 inh = SRC3 coactivator transcriptional activity inhibitors, primary screen, cell-based, luminescence | Nuclear receptor coactivator 3 (Homo sapiens), Q9Y6Q9 | HEK293 GAL4-SRC3 luciferase reporter | inhibition, % at 3.6 µM | actives 0.17% (n = 360,000) | AID 588352, 2011;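 active means inhibition above a per-campaign cutoff, the mean of all compounds plus 3 SD, cut at about 60% in these data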;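 further: 0% = DMSO-treated cells and 100% = gossypol-treated cells at 36 µM; higher means less SRC3-driven luciferase light from the GAL4 reporter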
NCOA2 inhibitor = inhibition of GAL4-SRC2 driven luciferase reporter, primary screen, SRC2 inhibitor project, cell-based, luminescence; HEK293 GAL4-SRC2 luciferase reporter; inhibition, % at 9 µM; Nuclear receptor coactivator 2 (Homo sapiens), Q15596; actives 0.17% (n = 370,000);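 active means inhibition above the mean inhibition of all tested compounds plus 3 SD, set per campaign, cut at about 52% in these data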;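 further: 0% = DMSO treated cells and 100% = cells given Gossypol at 36 µM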
NOD2-RIPK2 inh = NOD2-RIPK2 binding disruptors in cells, primary screen, fluorescence, CHO cells, BLA complementation; Receptor-interacting serine/threonine-protein kinase 2 (Homo sapiens), O43353; CCF4 ratio; inhibition, % at 4.98 µM; actives 0.38% (n = 360,000); AID 624267, 2012; in the data active means inhibition above about 21%;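 further: 0% = vehicle only and 100% = reference blocker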
TWEAK-Fn14 inh = inhibitors of TWEAK-Fn14 signaling, primary screen, luciferase reporter cells, uHTS | TWEAK-stimulated Fn14 reporter cells, luciferase luminescence, 8 h | inhibition, % at 10 µM | actives 2% (n = 360,000) | AID 1159606, 2016; in the data active means inhibition above about 50%
Active calls of the source: *; u = inconclusive; x = not tested or not shown. The list is partial; the hit share may differ from the screen's.

SMILES	SRC1 inh	TROY signal inh	ABHD5-PLIN5 inh	LRH-1 inv ag	TLR9-MyD88 inh	COUP-TFII inh	Granule exo inh	NCOA3 inh	NCOA2 inhibitor	NOD2-RIPK2 inh	TWEAK-Fn14 inh
COc1ccc2[nH]c(=O)c(CN(C)C(=O)C3CCCCC3)cc2c1	-5	-5	-1	7	0	2	-2	-4	-20	-12	-9
CC(C(=O)N1c2ccccc2CC1C)N1CCN(S(=O)(=O)c2ccccc2F)CC1 (stereo not given)	-34	6	2	6	-13	-5	-1	-6	-33	-8	7
CCC(=O)Nc1cc2c(cc1Cl)-c1ccccc1C2	-84	-64	-6	-4	-9	-13	-16	-64	-54	-1	-4
CCC(CC)C(=O)c1c[nH]c(C(=O)N2CCN(c3ccccc3)CC2)c1	5	-1	0	10	3	4	-1	-3	10	-1	10
Cn1c(=O)c2c(ncn2CC(=O)N2CCCc3ccccc32)n(C)c1=O	4	-19	10	-21	1	-2	1	-13	-7	0	2
CCCCNC(=O)N1CCN(Cc2ccc(F)cc2)CC1	9	2	-12	6	1	-17	1	6	-6	1	5
Cc1cc(C(=O)N(C)CC2CCCN(CCc3ccc(F)cc3)C2)c(C)o1 (stereo not given)	-2	-10	10	-2	-4	4	-8	-6	-3	-7	4
O=C(Nc1ccccc1N1CCOCC1)c1cccc(S(=O)(=O)Nc2ccccc2F)c1	-1	-2	-14	-18	1	1	0	4	-2	10	2
COc1ccc(CNc2nc3c(c(=O)[nH]c(=O)n3C)n2Cc2ccccc2)cc1	9	-8	4	10	-3	-6	-6	11	-13	8	3
CCn1c(SCC(=O)N/N=C/c2cccs2)nc2ccccc21	7	-19	2	19	-11	16	1	-5	-3	0	-10
N#CCSc1nc(N)c(C#N)c(C2CCCCC2)c1C#N	-10	3	7	11	1	-47	-1	13	-14	2	-25
O=C(CN(C(=O)CCC(=O)Nc1ccccn1)c1ccc2c(c1)OCO2)NCc1ccc(F)cc1	-25	-20	-1	-9	-13	18	24	3	-25	2	9
O=C(O)c1ccccc1-c1ccccc1C(=O)Nc1nc2ccccc2s1	9	-16	-4	-5	2	18	-1	17	-6	3	6
CCc1noc(C)c1C(=O)Nc1ccc(Cl)c(S(=O)(=O)N2CCCCC2)c1	9	34	-13	1	-5	24	-4	4	20	-3	4
CCOC(=O)N1CCN(S(=O)(=O)c2ccc(OCC(=O)OC)cc2)CC1	7	3	2	-3	-2	-5	-6	11	-4	-8	-18
Cc1ccc2c(C)c(C(=O)NCCc3ccco3)oc2c1C	15	-22	2	6	-9	-9	-4	0	-1	1	-19
Cn1cc(C=O)c(-c2ccc3c(c2)OCCCO3)n1	-33	25	-8	-33	6	-30	-8	-24	-47	-10	71*
CCOc1ccc(-c2nnn(CCC#N)n2)cc1OC	1	-20	-6	4	3	26	-1	7	0	2	-12
O=C(COc1ncnc2ccccc12)N1CCN(C(=O)c2ccco2)CC1	13	-18	-5	-1	-3	6	-1	14	-1	-2	1
O=C(Nc1ccc(Nc2ccccc2)cc1)c1ccc(Br)cc1	5	4	-10	-6	6	12	12	-14	6	-15	-2

(next part)
SMILES	SRC1 inh	TROY signal inh	ABHD5-PLIN5 inh	LRH-1 inv ag	TLR9-MyD88 inh	COUP-TFII inh	Granule exo inh	NCOA3 inh	NCOA2 inhibitor	NOD2-RIPK2 inh	TWEAK-Fn14 inh
O=C(c1ccc(S(=O)(=O)c2ccccc2)cc1)N1CCc2ccccc2C1	-12	23	-4	6	-5	3	u	-4	20	-7	3
CCOCCn1ccc2c(OCC(=O)NCCc3ccc(OC)c(OC)c3)cccc2c1=O	-4	-10	0	-10	1	-21	2	11	7	-10	-14
COC(=O)[C@]1(C)CCC[C@@]2(C)C3CC[C@@]4(C)C[C@]3(CC[C@H]12)C[C@H]4O (stereo not given in full)	-8	27	-5	16	-9	-3	-14	1	20	-3	1
c1ccc(CCNc2ccnc3cc4ccccc4cc23)cc1	-1	12	18	1	-8	65*	56*	-7	-18	2	-16
CN(CC(=O)O)c1ccc(C(F)(F)F)cc1[N+](=O)[O-]	3	-11	-5	0	-4	7	-1	7	2	-4	6
CCc1ccc(S(=O)(=O)c2n[nH]n3c2nc(=O)c2ccccc23)cc1	-5	16	-5	-14	-5	11	-3	3	28	-8	-11
CCCCN(CCCNC(=O)c1ccc2c(c1)NC(=O)CN2C)c1ccccc1	5	90*	70*	-15	6	45*	2	-2	13	-2	108*
CCOc1cc(C(=O)Nc2ccc(C(=O)NCCN(CC)CC)cc2)ccc1OCC(=O)N1CCOCC1	-12	-3	-3	-21	3	-3	-3	-17	-24	-1	10
Cc1ccc(NC(=O)c2sc(N)nc2-c2ccccc2)cc1C	10	14	-5	3	2	15	5	5	2	-10	19
Cc1ccccc1OCCCCn1cnc2ccccc21	12	-7	-3	20	-16	39*	0	-11	7	4	12
COc1ccc(C(C)=O)cc1CSc1ccc(S(=O)(=O)N2CCCCC2)cn1	-31	6	-10	-4	1	10	-4	0	-19	-5	4
CC(=O)Cn1c(CN2CC(C)CC(C)C2)nc2c1c(=O)n(C)c(=O)n2C (stereo not given)	0	-6	2	-1	0	5	0	-4	22	5	-1
COC(=O)CC1c2cc(OC)c(OC)cc2CC(=O)c2cc(OC)c(OC)cc21 (stereo not given)	-8	-20	3	-18	1	1	-15	13	-10	2	8
Cc1cc(C)nc(SC2CC(=O)N(c3ccc(Br)cc3)C2=O)n1 (stereo not given)	3	3	-6	-9	-8	-8	11	-6	-12	0	9
CCOc1ccc(OCC)c(S(=O)(=O)N2CCOCC2)c1	3	-18	0	-7	-1	8	0	11	-24	-2	18
CCCn1c(SCC(=O)NCCc2ccc(Cl)cc2Cl)n[nH]c1=O	5	1	-10	11	-5	-27	-1	9	-9	-5	20
CCN(C(=O)COC(=O)c1cccc2ccccc12)c1c(N)n(Cc2ccccc2)c(=O)[nH]c1=O	-7	-14	-1	8	3	-4	6	2	-2	3	-28
C/C(=N\N=c1/sc2ccccc2n1C)c1ccccn1	-55	-55	0	-44	0	-26	8	-31	-32	-1	-13
CCCc1nn(CCc2ccccn2)c(N)c1CC	-24	-1	4	15	1	-1	1	1	-5	2	-16
CCC(C(=O)NCCc1ccc(S(N)(=O)=O)cc1)c1ccccc1 (stereo not given)	-2	3	0	6	7	-8	-2	7	-6	-9	-2

The list continues:
SMILES	SRC1 inh	TROY signal inh	ABHD5-PLIN5 inh	LRH-1 inv ag	TLR9-MyD88 inh	COUP-TFII inh	Granule exo inh	NCOA3 inh	NCOA2 inhibitor	NOD2-RIPK2 inh	TWEAK-Fn14 inh
Cc1oc(-c2cccc(C(F)(F)F)c2)nc1CN1CCC[C@H]1CO	-13	-8	-1	-11	14	-20	0	-10	-17	7	2
CC(=O)c1ccccc1NC(=O)CSCc1nc2sc(C)c(C)c2c(=O)[nH]1	-3	9	-2	-5	9	-4	-4	-24	1	0	-4
O=C(c1ccccc1)N1CCN2C(=O)c3ccccc3C12c1ccc(Cl)cc1 (stereo not given)	-5	-25	-8	23	-9	-5	-5	-4	13	2	15
COc1ccc(C(=O)N2CCC2)cc1S(=O)(=O)NCc1ccc(Cl)cc1	3	-3	4	-1	2	9	16	3	1	-13	21
Cn1nc(C(=O)OCC(=O)Nc2ccc3ccccc3c2)c2ccccc2c1=O	2	26	-1	10	0	-6	-3	-6	-10	-4	-26
Cc1cn([C@H]2C[C@H](O)[C@@H](CNCc3ccc(Oc4cc(-n5cccn5)ncn4)cc3)O2)c(=O)[nH]c1=O	0	-23	-8	-8	-4	-4	0	-38	-5	3	6
O=C(Nc1nc(-c2nc3ccccc3s2)cs1)c1ccco1	-61	-52	-2	-39	-3	-34	16	-41	-23	-5	-34
COc1ccc(N2C(=O)CCC2=O)cc1	-65	10	-2	2	-3	10	-1	-5	9	-1	7
O=C(c1ccccc1)N1CCC(O)(c2ccc3c(c2)OCO3)CC1	18	-16	-8	-2	-5	0	-2	-12	-11	-20	-1
O=C(CSc1n[nH]c(=O)[nH]c1=O)Nc1ccc(Br)cc1Br	-7	1	2	4	-6	14	-2	6	-8	8	9
CSc1nnc(-c2cccc(NC(=S)NN)c2)o1	0	3	-3	-3	4	1	22	-1	-26	-14	-6
N#CC1=C(N)C(C#N)(C#N)C(c2cccnc2)C2CN(C(=O)OCc3ccccc3)CC=C12 (stereo not given)	-31	-29	4	-14	9	-9	16	-7	-4	-7	-31
Cc1c(NC(=O)C(C)OC(=O)CC2CC3CCC2C3)c(=O)n(-c2ccccc2)n1C (stereo not given)	-32	6	-5	9	-6	8	0	0	3	1	-28
COc1ccc(NC(=O)C2CCCN(S(=O)(=O)c3c(C)[nH]c(=O)[nH]c3=O)C2)cc1 (stereo not given)	0	-35	5	12	-8	-7	1	-1	17	-7	-5
CN1CCCC1=Nc1ccccc1	-9	6	-3	-9	-2	-17	-1	-17	-45	7	-26
CC(O)(c1cccnc1)c1nc(-c2ccoc2)cs1 (stereo not given)	0	3	6	-30	x	-1	0	-4	30	-13	9
Cc1oc2cc3oc(=O)cc(C)c3cc2c1C	-85	-39	0	-12	11	-11	0	-46	-36	10	0
O=C(COc1coc(CN2CCc3ccccc3C2)cc1=O)Nc1ccc([N+](=O)[O-])cc1	2	-3	-2	18	-8	5	0	-10	8	0	-20
Cc1cc(C)cc(C(O)c2ncc(-c3cccc(C(F)(F)F)c3)[nH]2)c1 (stereo not given)	-1	17	-7	6	x	-4	-5	3	15	-4	2
O=C(N/N=C/c1c(O)ccc2ccccc12)c1cccc(C(F)(F)F)c1	70*	42	-9	16	9	4	-1	74*	32	14	41

Following part.
SMILES	SRC1 inh	TROY signal inh	ABHD5-PLIN5 inh	LRH-1 inv ag	TLR9-MyD88 inh	COUP-TFII inh	Granule exo inh	NCOA3 inh	NCOA2 inhibitor	NOD2-RIPK2 inh	TWEAK-Fn14 inh
CN(CC(=O)Nc1ccc(Cl)c(C(F)(F)F)c1)C(=O)COC(=O)C1CC2CCCC(C1)C2=O (stereo not given)	-1	12	-3	18	-2	-6	-2	-11	-5	-6	-13
CC(C)CCNC(=S)Nc1ccc(Br)cc1	-35	-19	-11	-30	6	11	-2	-16	-10	-9	-1
O=C(NCCCCNC(=O)c1cccnc1)c1cccnc1	10	12	2	-2	-10	3	8	15	-3	-5	1
COc1ccc(C(=O)NC(C)C2CC3CCC2C3)c(OC)c1 (stereo not given)	-27	-18	4	15	3	7	-1	1	-8	-6	16
CCCCN(C)C(=O)C1CCN(CCCc2ccccc2)CC1	3	-4	-4	-8	3	-8	6	24	24	5	-8
